Screening results as filed in PubChem BioAssay.
Mdm2 MdmX PPI: inhibitors of human Mdm2/MdmX interaction; SaOS-2 split-luciferase Mdm2/MdmX complementation, luminescence; AID 485346; hit rate 3% among 330,000; inhibition, % at 8 µM; O15151+Q00987;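 active = inhibition of at least 50% at 8 µM in the primary screen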
CCR6 antag: blocks CCL20-driven beta-arrestin recruitment at human CCR6 | P51684 | CHO-K1 CCR6 PathHunter beta-arrestin, luminescence, CCL20-stimulated | inhibition, % at 20 µM | hit rate 0.49% among 340,000 | AID 493098;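 active = compounds whose inhibition of the agonist-driven luminescence signal at 20 µM reaches about 50%, limit read from the data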;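 note: cells stimulated with CCL20 at 14 nM final; plate controls were DMSO with CCL20 for no effect and DMSO without agonist for full effect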
Target sequence (P51684 whole entry, looked up): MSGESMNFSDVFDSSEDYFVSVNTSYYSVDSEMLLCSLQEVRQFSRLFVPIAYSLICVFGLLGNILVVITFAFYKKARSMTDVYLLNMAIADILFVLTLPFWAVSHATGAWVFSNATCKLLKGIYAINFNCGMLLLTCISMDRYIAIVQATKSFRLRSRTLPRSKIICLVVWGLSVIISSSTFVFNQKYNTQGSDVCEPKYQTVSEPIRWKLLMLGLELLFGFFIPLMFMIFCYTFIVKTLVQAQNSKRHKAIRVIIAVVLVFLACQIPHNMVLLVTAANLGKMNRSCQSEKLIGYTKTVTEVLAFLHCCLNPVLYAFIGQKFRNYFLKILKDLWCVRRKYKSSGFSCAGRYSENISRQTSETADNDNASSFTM
APJ agonist: agonists of human APJ apelin receptor; P35414; CHO-K1 APJ PathHunter beta-arrestin, luminescence; 0% DMSO wells, 100% apelin; activation, % at 20 µM; hit rate 0.11% among 330,000; AID 2520;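 active = activation more than six SD over the plate average, tested at 20 µM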;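 note: 0% = DMSO alone and 100% = apelin-13 at 10 nM; some results filed as inactive read as strong as hits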
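Test system: CHO-K1 APJ beta-arrestin complementation cell line | Compound: Single test compound dose, 20 µM final, 1% DMSO | Incubation: Compound 90 min 25 °C, reagent 1 h | Measured by: beta-gal luminescence | Read-out basis: APJ–arrestin association signal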
CXCR6 inh: CXCR6 (human) receptor inhibition | O00574 | CHO-K1 PathHunter CXCR6 beta-arrestin, luminescence | inhibition, % at 20 µM | hit rate 0.36% among 360,000; in the data active = inhibition above about 34%, passing the limit was not always enough;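 note: antagonist mode with CXCL16 agonist at 10 nM final; 0% = 10 nM CXCL16 with DMSO and 100% = unstimulated wells without agonist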
Target sequence (O00574 whole entry, looked up): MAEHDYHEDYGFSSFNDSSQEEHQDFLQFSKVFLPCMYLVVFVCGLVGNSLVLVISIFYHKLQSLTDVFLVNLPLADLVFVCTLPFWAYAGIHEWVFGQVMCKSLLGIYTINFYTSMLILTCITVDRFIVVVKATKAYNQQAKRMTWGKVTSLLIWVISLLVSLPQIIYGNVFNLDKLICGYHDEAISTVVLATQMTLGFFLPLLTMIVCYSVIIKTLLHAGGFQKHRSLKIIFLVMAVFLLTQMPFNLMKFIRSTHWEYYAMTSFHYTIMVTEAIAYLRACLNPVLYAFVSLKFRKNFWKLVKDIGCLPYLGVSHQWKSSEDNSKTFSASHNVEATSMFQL
EBI2 block: antagonists of human EBI2 receptor. hit rate 0.81% among 360,000. EBI2 beta-arrestin recruitment, luminescence, 7a,25-OHC stimulated. inhibition, % at 5 µM; in the data active = inhibition above about 38%;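 note: enzyme fragment complementation signal reports receptor beta-arrestin coupling in cells; 0% = agonist plus DMSO wells and 100% = wells without agonist; some results beyond the cut were filed as inactive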
Target sequence (P32249 whole entry, looked up, the tested form may be a part): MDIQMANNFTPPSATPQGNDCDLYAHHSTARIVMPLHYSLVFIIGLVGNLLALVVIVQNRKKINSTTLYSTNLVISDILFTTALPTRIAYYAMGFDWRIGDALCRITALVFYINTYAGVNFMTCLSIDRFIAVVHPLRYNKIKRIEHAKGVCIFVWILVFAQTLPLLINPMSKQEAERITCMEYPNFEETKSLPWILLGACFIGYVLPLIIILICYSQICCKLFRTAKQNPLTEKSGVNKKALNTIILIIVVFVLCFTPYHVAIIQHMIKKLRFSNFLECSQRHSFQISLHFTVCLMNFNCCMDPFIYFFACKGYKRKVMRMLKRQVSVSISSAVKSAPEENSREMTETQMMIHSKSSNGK
UPR XBP1 act: activators of adaptive arm of unfolded protein response (XBP1); activation, % at 20 µM; hit rate 0.33% among 330,000; CHO-XBP1 luciferase reporter, IRE1-XBP1 UPR activation, luminescence; percent of tunicamycin response, DMSO as zero;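 active = versus positive control, 20 µM dose yields 30% or more activation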;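 note: 100% = tunicamycin at 10 µg/mL and 0% = DMSO only wells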
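assay system = CHO-XBP1 luciferase reporter cells | amount = 1000 cells/well | buffer or medium = F12 plus 10% FBS | compound dosing = single point, 20 µM final compound, 1% DMSO | incubation = 16-18 h cell attachment at 37 °C, then 6 h compound exposure | detection = Steady-Glo luminescence read | controls = tunicamycin 10 µg/mL and vehicle-only wells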
CHOP UPR activ: activators of apoptotic arm of unfolded protein response (CHOP); CHO-CHOP luciferase reporter, UPR activation, luminescence; percent of tunicamycin response over DMSO baseline; activation, % at 10 µM; hit rate 0.34% among 330,000; AID 449763;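 active = at 10 µM dose, activation of 40% or more, normalized to positive control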;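 note: 100% = tunicamycin at 10 µg/mL and 0% = DMSO alone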
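Evaluation: % reporter activation, DMSO baseline versus tunicamycin full activation; System: CHO-CHOP luciferase reporter cell line; Input: 500 cells/well; Incubation: 6 h compound treatment, 37 °C; Measured by: Steady-Glo luciferase luminescence; Dosing: one dose, 10 µM in 0.5% DMSO; Buffer or medium: F12 medium, 10% FBS; Benchmarks: positive tunicamycin 10 µg/mL, negative DMSO alone.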
tim23-1 inh: inhibits growth of tim23-1 mutant yeast | S. cerevisiae tim23-1 growth, BacTiter-Glo luminescence, 24 h | inhibition, % at 20 µM | hit rate 1.3% among 330,000 | AID 463212;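 active = growth inhibition of the mutant yeast at or above 50%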;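 note: temperature-sensitive mutant grown at 25 °C; plate controls were DMSO-treated mutant yeast for no effect and medium wells lacking yeast for full effect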
APJ antagonist: APJ receptor antagonism | hit rate 0.32% among 330,000 | P35414 | CHO-K1 APJ beta-arrestin complementation, luminescence | inhibition, % at 20 µM;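 active = inhibition above about 40% at 20 µM, limit read from the data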;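 note: cells challenged with 10 nM apelin-13 agonist together with compound; plate controls were apelin-13 plus DMSO wells for no effect and DMSO wells lacking apelin-13 for full effect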
Starred values were filed as active, the others as inactive; nt = no result given. This is a subset; count on the stated rates, not on these rows.

SMILES	Mdm2 MdmX PPI	CCR6 antag	APJ agonist	CXCR6 inh	EBI2 block	UPR XBP1 act	CHOP UPR activ	tim23-1 inh	APJ antagonist
COc1ccc(CCNC(=O)CSc2nnc(CNC(=O)c3cccs3)o2)cc1OC	-13	14	-1	0	-1	-1	-0.5	4	-5
OCCC1CN(Cc2cccc3nccnc23)CCN1Cc1ccc(F)cc1 (stereo unspecified)	20	-1	-5	2	-12	-1	-0.3	1	-11
COc1ccccc1C(=O)Nc1ccnn1C1CCN(CCC(C)c2ccc(C)o2)CC1 (stereo unspecified)	-10	-4	6	-1	-8	-1	-0.9	4	7
C/C(=N/Oc1nc(C)cc(C)n1)c1ccccc1	-25	6	0	-8	2	1	4.6	11	2
O=C(Cn1cc2c(n1)CCCCC2)NCCCN1CCOCC1	4	-2	-4	-2	-4	0	0.5	-8	22
Cc1ccc(C(=O)COC(=O)CNS(=O)(=O)c2ccc(C)cc2)cc1	11	5	6	3	-5	-3	0.4	5	16
CCS(=O)(=O)NCCc1cc2ccc(C)cc2[nH]c1=O	17	-4	-1	1	2	5	-1.2	-11	4
CCN1CCCC1CNC(=O)c1cn(CC)c2ccc(S(=O)(=O)N3CCCCCC3)cc2c1=O (stereo unspecified)	6	nt	-3	nt	nt	-5	0.7	10	-6
Cc1ccc(NC(=O)CN2C(=O)NC(C)(CC(C)C)C2=O)c(Br)c1 (stereo unspecified)	1	14	-3	8	-3	-1	0.8	-1	6
CC(=O)NNc1cccc(Cl)n1	22	-3	1	-5	5	-3	2.7	-1	8
CNS(=O)(=O)c1cn(CC(=O)NCc2ccc(F)cc2)cc1S(=O)(=O)NC	4	2	0	1	1	-3	0.8	4	2
CCc1ccccc1Nc1nc2ccccc2n1C(C)C	-23	9	0	-5	2	-1	1.2	-6	22
CCOc1ccccc1N1CCN(C(=O)c2cc3c(s2)CCC3)CC1	29	-3	-2	3	4	2	0.2	33	1
Cc1ccc(S(=O)(=O)N2CCOCC2)cc1NC(=O)COC(=O)c1cncc(Br)c1	14	6	-2	2	11	-2	3.1	-3	-6
Cc1ccc(NC2(C#N)C(=O)Nc3ccccc32)cc1C (stereo unspecified)	26	43	-4	20	-1	0	2.5	14	12
COc1cc(C(CC(=O)Nc2ncccc2C)N2Cc3ccccc3C2=O)cc(OC)c1OC (stereo unspecified)	7	1	1	-6	-11	-9	-0.1	4	-4
Cc1cc2nc(-c3ccc(SCC(=O)N4CCOCC4)nc3)[nH]c2cc1C	21	-24	11	-15	7	0	3.5	19	-35
C=CCOc1ccc(Cl)cc1CNC1CCCC1	28	1	-4	7	8	2	0.1	-1	21
O=C(c1ccccc1)c1cc(F)c(N2CCOCC2)cc1Cl	-4	18	-4	-16	-11	-1	1.6	-4	11
CCN1CCN(S(=O)(=O)c2ccc(Cl)c(C(=O)NC3CCCCC3)c2)CC1	15	-1	7	4	6	-1	0.2	-8	18
CCN1CCN(Cc2c(C)[nH]c3ccc(C(=O)OC)cc3c2=O)CC1	13	2	-18	-7	-7	0	-1.7	4	6
O=S(=O)(NCc1cccnc1)c1ccc(Cl)c(Cl)c1Cl	-1	8	-4	0	-1	-1	-2.8	5	8
CCOC(=O)Cc1csc(NC(=O)/C=C/c2ccccc2Cl)n1	19	26	-4	6	-12	6	5.4	18	-8
O=C(CCCOC(=O)c1ccc(O)cc1O)c1ccc(Br)cc1	1	10	-2	-4	7	5	3.9	6	-1
Nn1c(SCC(=O)N2CCCCCC2)nnc1-c1ccco1	3	-6	2	-6	-9	2	1.0	7	-8
Continuation.
SMILES	Mdm2 MdmX PPI	CCR6 antag	APJ agonist	CXCR6 inh	EBI2 block	UPR XBP1 act	CHOP UPR activ	tim23-1 inh	APJ antagonist
COc1cccc(Cn2c(=O)sc3ccccc3c2=O)c1	1	10	-3	8	10	-1	3.8	18	23
CCCCCC(=O)N1CC2(C)CN(C(=O)CCCCC)CC(C)(C1)C2=O	-13	3	2	-4	3	0	-0.2	-11	6
Cc1cc(NC(=O)c2c(F)cccc2Cl)n(-c2nc3ccccc3[nH]2)n1	68*	61*	-1	-14	14	0	-2.4	37	55*
CC(Oc1ccc2ccccc2c1)C(=O)NNC(=O)Nc1ccccc1F (stereo unspecified)	4	-3	-4	-2	-19	-3	3.2	6	-7
CCOc1ccc(C2NC(=O)c3ccccc3O2)cc1OC (stereo unspecified)	7	12	-5	0	-10	-4	-0.2	12	-2
CC12c3ccccc3C(c3ccccc31)C1C(=O)N(Cc3cccnc3)C(=O)[C@H]12 (stereo partly specified)	4	11	0	-4	-2	-1	0.6	15	4
CC(=O)c1c(C)[nH]c(C(=O)OCC(=O)Nc2cccc(S(=O)(=O)N(C)C)c2)c1C	44	6	-1	-14	-9	0	0.2	5	-3
CC(=O)Nc1ccc(S(=O)(=O)Nc2ccc3c(c2)CCC3)cc1	-12	8	5	-4	-6	3	-0.1	24	-29
CCCCN(C)C(=O)c1ccc2c(c1)S(=O)(=O)c1ccccc1C2=O	16	-10	5	-7	-4	-1	2.4	28	-14
CCN(CCn1cccn1)C(=O)c1ccc2nc(Cc3ccc(OC)cc3)oc2c1	-9	5	-2	4	-1	1	1.0	20	7
CNC(=S)N/N=C/c1cn(Cc2ccc(F)cc2)c2ccccc12	17	5	-3	0	8	1	0.0	51*	8
Cc1cc(C)c(S(=O)(=O)c2ccc(Cl)cc2)c(Cl)n1	23	11	-2	11	1	-1	-0.1	17	11
COc1ccccc1C/C(N)=N/OC(=O)c1ccco1	9	1	5	2	-4	-2	1.1	43	-29
CCOc1ccc(N2CC(C(=O)NC(C)C)CC2=O)cc1 (stereo unspecified)	3	11	-1	7	-2	0	2.0	9	1
COc1ccc(CNC(=O)C2CC(c3ccc(C(F)(F)F)cc3)=NO2)cc1 (stereo unspecified)	7	9	5	2	5	-2	-0.8	-12	-51
COc1ccc(NC(=O)CN(C)CC(=O)Nc2ccc(Cl)c(S(=O)(=O)N(C)C)c2)cc1	3	1	-3	-10	-13	-2	-0.2	12	11
COc1cc(OC)cc(-c2c(C#Cc3ccsc3)c3cc(-c4cccc5[nH]cc(C=O)c45)ccc3n2C)c1	41	10	0	-13	-33	3	5.7	11	-13
CCCCN(C)CCCNC(=O)CN1C(=O)COc2ccc(S(=O)(=O)N3CCOCC3)cc21	-18	13	-4	-9	-1	-4	0.2	-15	17
Cc1ccccc1-c1nc2cc(NC(=O)C3CC3)ccc2o1	-305	-13	2	-12	-6	1	5.8	71*	-3
CC(C)CN(C(=O)CCC(=O)OCC(=O)c1ccc(F)c(F)c1)c1c(N)n(CC(C)C)c(=O)[nH]c1=O	30	12	-10	7	-1	-2	-0.9	18	19
COC(=O)c1ccc(CNC(=O)COC(=O)CCC(=O)c2ccc(F)cc2)cc1	23	4	0	-8	7	-1	-0.8	-3	-9
CC1CCCCN1Cc1ccc(N)cc1 (stereo unspecified)	5	-1	-1	0	-2	-3	-1.6	4	8
CCCCc1ccc(NC(=O)COCC)cc1	4	-15	-5	1	-6	0	2.2	7	-3
O=C(O)c1ccc(NS(=O)(=O)/C=C/c2ccccc2)cc1O	2	5	0	-5	-9	-2	-0.8	15	2
O=C(NC1CC2CCCC(C1)N2C(=O)Nc1ccccc1F)C1CC1 (stereo unspecified)	-5	-4	2	3	-7	-3	-1.0	-3	1
Next entries.
SMILES	Mdm2 MdmX PPI	CCR6 antag	APJ agonist	CXCR6 inh	EBI2 block	UPR XBP1 act	CHOP UPR activ	tim23-1 inh	APJ antagonist
O=C1/C(=C/c2ccccc2Cl)SC(=S)N1CCCC(=O)N(CCO)c1ccccc1	98*	13	5	6	-1	-5	-1.4	56*	-3
CC(=O)N1CCN(C(=O)c2ccc(Cl)c(S(=O)(=O)N3CCc4ccccc43)c2)CC1	-7	-7	1	10	-3	3	-1.1	11	10
NC(=O)NC(=O)CSc1nnc(-c2ccc(Cl)cc2)n1CC1CCCO1 (stereo unspecified)	8	15	-3	-8	-17	1	-0.3	-2	-8
CN(O)/C=C/C(=O)c1ccc(Br)cc1	6	-4	-2	-19	8	-2	-0.1	5	4
CCc1ccc(NC(=O)CCC(=O)Nc2nnc(C(F)(F)F)s2)cc1	17	6	1	-2	-4	1	5.2	6	7
COc1ccc(CCC(C)Nc2ccccc2F)cc1 (stereo unspecified)	4	16	-4	-10	10	-1	-0.7	-5	-30
CC(C)C(=O)Nc1ccc(C(=O)N2CCCCCC2)cc1	-30	8	2	-7	-1	3	-2.0	11	14
COc1ccccc1C(=O)N/N=C(\C)CC(=O)Nc1ccc2c(c1)OCCO2	-18	17	-3	5	-14	-4	2.9	16	15
CC(C)(C)c1ccc(O)c(/C=N\O)c1	8	12	0	11	-8	2	5.3	10	-9
COc1ccc(N(CN2C(=O)c3ccccc3C2=O)C(=O)COc2ccc(Cl)cc2Cl)cc1	-8	14	0	3	21	-4	-0.5	10	-3
CCOc1ccccc1NC(=O)CN1C(=O)CSC(C)C1=O (stereo unspecified)	-14	2	-6	5	4	-1	0.7	7	-10
CC(C)(C)c1ccc(OCCCNCc2ccccc2)cc1	29	12	1	-5	-3	-1	-0.7	-11	3
CC1CC(C)CN(C(=O)CCCn2c(=S)[nH]c3ccccc3c2=O)C1 (stereo unspecified)	15	0	-4	6	-8	3	-0.7	42	1
O=C(CSc1nnc2ccccn12)Nc1nsc(-c2ccccc2)n1	28	3	-1	3	-9	-1	0.2	2	3
O=C1COc2ccc(C(=O)COC(=O)CCSc3ccc(Cl)cc3)cc2N1	-24	9	-3	-3	5	-2	0.3	-26	3
CCNc1nc(NCC)n2c(SC(C(=O)Nc3cc(C)ccc3C)c3ccccc3)nnc2n1 (stereo unspecified)	9	10	-1	9	4	-3	2.0	9	13
Cc1cc(C)nc(SC2CCCCC2NS(=O)(=O)c2ccc(Cl)cc2)n1 (stereo unspecified)	-8	8	-5	0	6	0	0.2	45	-6
C=CCOc1ccc(Br)cc1CNCCO	1	13	-6	7	-2	-1	-0.6	4	10
Cc1c(C(=O)O)sc(S(=O)(=O)N2CCN(C(=O)CCc3ccccc3)CC2)c1C(=O)O	4	2	-2	-2	0	1	-1.0	7	10
COCCCNC(=O)C1CC(=O)N(CCc2ccc(F)cc2)C1 (stereo unspecified)	1	-1	-1	4	-9	-4	1.3	4	-2
COC(=O)c1c(C(=O)OC)c2cccc3cc(-c4ccccc4)c4ccc1c4n32	45	-12	-7	17	-10	17	-0.1	12	-22

Grouped by structure, the compounds so far with a furan ring, fused or not (3)
SMILES	Mdm2 MdmX PPI	CCR6 antag	APJ agonist	CXCR6 inh	EBI2 block	UPR XBP1 act	CHOP UPR activ	tim23-1 inh	APJ antagonist
COc1ccccc1C(=O)Nc1ccnn1C1CCN(CCC(C)c2ccc(C)o2)CC1 (stereo unspecified)	-10	-4	6	-1	-8	-1	-0.9	4	7
Nn1c(SCC(=O)N2CCCCCC2)nnc1-c1ccco1	3	-6	2	-6	-9	2	1.0	7	-8
COc1ccccc1C/C(N)=N/OC(=O)c1ccco1	9	1	5	2	-4	-2	1.1	43	-29
